Bioassay records from PubChem.
BoNT A protease: inhibitors of Botulinum neurotoxin A light chain protease. multiplex microsphere protease substrate cleavage, flow cytometry. inhibition, % at 10 µM. 360,000 compounds, 0.17% hits. AID 588499; in the data active means inhibition above about 30%; inconclusive means no clear call, values can overlap the other calls; further: plate controls were buffer without enzyme for full effect and enzyme alone for no effect
GDH-TPI counter: GDH-TPI coupled enzyme inhibition counter-screen; GDH-TPI coupled enzyme counterscreen, NADH absorbance; inhibition, % at 4.8 µM; 360,000 compounds, 1.2% hits;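 further: 0% = DMSO wells and 100% = wells lacking the enzyme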
FadD28 binding: blocks FadD28 binding to the bisubstrate probe; fluorescence polarization; inhibition, % at 12.5 µM; 360,000 compounds, 0.22% hits; AID 588549; in the data active means inhibition above about 8.5%, passing the limit was not always enough; inconclusive means no clear call, values can overlap the other calls
BoNT-F LC inh: inhibitors of Botulinum neurotoxin F light chain protease | 360,000 compounds, 0.22% hits | AID 588497 | inhibition, % at 10 µM | Multiplex microsphere protease cleavage assay, flow cytometry; in the data active means inhibition above about 35%, passing the limit was not always enough; inconclusive means no clear call, values can overlap the other calls; further: plate controls were buffer without enzyme for full effect and enzyme alone for no effect
Mtb BioA inh: BioA (M. tuberculosis) enzyme inhibition. purified M. tuberculosis BioA enzyme, plate reader. inhibition, % at 9.99 µM. 360,000 compounds, 0.096% hits. AID 602481; in the data active means inhibition above about 40%; inconclusive means no clear call, values can overlap the other calls
Mtb FBA inh: inhibitors of M. tuberculosis fructose-bisphosphate aldolase. P9WQA3. purified M. tuberculosis FBA, fluorescence read-out. inhibition, % at 1 µM. 360,000 compounds, 2.3% hits; in the data active means inhibition above about 27%;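 further: 0% = vehicle and 100% = reference inhibitor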
Target sequence (P9WQA3 whole entry, looked up): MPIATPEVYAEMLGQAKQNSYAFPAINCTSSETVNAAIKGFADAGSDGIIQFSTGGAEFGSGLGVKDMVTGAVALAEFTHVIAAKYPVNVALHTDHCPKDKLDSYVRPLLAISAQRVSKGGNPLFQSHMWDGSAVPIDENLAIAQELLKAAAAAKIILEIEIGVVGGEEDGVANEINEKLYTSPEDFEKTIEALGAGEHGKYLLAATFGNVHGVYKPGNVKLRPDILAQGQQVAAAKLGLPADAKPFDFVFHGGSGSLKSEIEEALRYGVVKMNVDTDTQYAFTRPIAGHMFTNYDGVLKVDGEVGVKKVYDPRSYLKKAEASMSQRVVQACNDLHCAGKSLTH
CCHFV vOTU inh: blocks the CCHF virus ovarian tumor domain protease; CCHFV vOTU protease, Pep-AMC fluorescence; inhibition, % at 11.5 µM; 370,000 compounds, 0.55% hits; further: 0% = vehicle wells with enzyme and 100% = no enzyme wells
PrPC surface inh: cell surface PrPC inhibition, primary TR-FRET screen. 370,000 compounds, 0.43% hits. TR-FRET read-out. inhibition, % at 13.8 µM; in the data active means inhibition above about 24%; further: 0% = median of the test wells and 100% = reference compound wells
UGM FP inh: blocks M. tuberculosis UGM enzyme; 320,000 compounds, 0.06% hits; purified UGM, fluorescence polarization probe displacement; P9WIQ1; inhibition, % at 10 µM; in the data active means inhibition above about 10%, passing the limit was not always enough; inconclusive means no clear call, values can overlap the other calls
Target sequence (P9WIQ1 whole entry, looked up): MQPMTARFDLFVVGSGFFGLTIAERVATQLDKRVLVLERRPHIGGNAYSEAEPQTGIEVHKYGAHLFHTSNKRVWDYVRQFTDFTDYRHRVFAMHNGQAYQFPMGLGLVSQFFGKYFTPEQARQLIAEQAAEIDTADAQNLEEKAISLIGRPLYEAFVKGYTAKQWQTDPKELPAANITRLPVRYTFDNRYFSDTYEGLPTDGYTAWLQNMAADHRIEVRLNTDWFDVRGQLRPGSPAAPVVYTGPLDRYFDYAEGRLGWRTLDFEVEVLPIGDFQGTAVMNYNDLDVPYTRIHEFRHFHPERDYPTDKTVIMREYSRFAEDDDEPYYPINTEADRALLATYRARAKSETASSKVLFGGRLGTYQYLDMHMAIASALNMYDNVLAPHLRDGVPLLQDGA
* hit, by the source's call; ? = inconclusive; / = no result given. Unless noted, no stated cut-off is given here; in the data, active means inhibition above about 30%; inactive means the rest.

SMILES | BoNT A protease | GDH-TPI counter | FadD28 binding | BoNT-F LC inh | Mtb BioA inh | Mtb FBA inh | CCHFV vOTU inh | PrPC surface inh | UGM FP inh
CCCNC(=O)C1CCN(S(=O)(=O)c2c(C)noc2/C=C\c2ccc(OC)cc2)CC1 | -0.8 | 7 | -4.1 | -2 | -2.1 | 1 | 9 | -7 | 1.3
O=c1[nH]c2cc([N+](=O)[O-])ccc2c2cc(Br)ccc12 | -0.2 | 6 | -0.8 | -2 | -0.2 | -3 | 12 | -13 | /
Cc1ccc(NC(=O)C(NC2CCCc3ccccc32)c2ccccc2)cc1Cl (configuration not stated) | 0.1 | 9 | -1.7 | 3 | -2.1 | 0 | 3 | 10 | 0.6
c1ccc(Oc2ccc(-c3ccn[nH]3)cc2)cc1 | ? | -3 | -6.5 | ? | / | -2 | -3 | -2 | -0.8
Cc1cccc(-n2c(C)cc(C(=S)N3CCOCC3)c2C)c1C | 0.5 | -4 | -1.8 | -3 | -1.9 | -1 | -4 | -2 | 1.7
Cc1ccc(OP(=O)(O)Oc2ccc(C)cc2)cc1 | -0.2 | 3 | -3.5 | -7 | -1.8 | 0 | -12 | 0 | 2.7
Cc1cc(C)c(NC(=O)c2cccc3c2C(=O)N(C2CCCCC2)C3)c(C)c1 | -1.8 | 4 | -0.8 | -5 | -1.2 | -2 | / | / | -0.8
CCc1nc2ccccc2c(C(=O)OCC(=O)Nc2ccc(NC(C)=O)cc2)c1C | -0.8 | 9 | -7.1 | 0 | -3.9 | 2 | 2 | 8 | 1.4
COc1cccc(CNc2ccc3c(c2)nc(C)n3C)c1OC | 1.4 | 4 | -1.5 | -25 | -1.1 | 2 | 5 | -7 | -0.4
CC(=O)Nc1sc(-c2ccc(Cl)cc2)nc1-c1ccccc1 | -0.4 | 10 | -1.1 | 6 | / | 6 | -10 | 0 | 2.8
CC(C)CCC(O)(CCC(C)C)C(=O)NN1CCCCC1 | -0.4 | 1 | -0.5 | 0 | / | 1 | -1 | 7 | 1.7
O=C(OCCNc1nc(-c2ccccc2)nc2ccccc12)c1ccncc1 | 0.7 | 3 | -7.2 | 4 | 1.1 | -4 | -5 | -3 | 1.5
O=C(COc1cc2oc(=O)cc(-c3ccccc3)c2cc1Cl)NCC1CCC(C(=O)O)CC1 (configuration not stated) | 0.4 | 24 | -0.6 | -17 | 1.2 | 5 | 7 | -11 | -0.4
O=C(NCCCN1CCOCC1)C(=O)N/N=C/c1ccccc1Cl | -1.7 | 8 | 0.5 | -13 | / | -1 | 3 | 7 | -1.9
CCNc1ccc(S(=O)(=O)N(C)C)cc1NCC(=O)Nc1ccccc1Cl | -1.4 | -2 | -2.1 | -10 | 0.1 | 0 | 21 | 13 | -2.5
C=CCn1c(/N=C/c2ccc3c(c2)OCO3)nc2ccccc21 | 1.6 | 7 | -0.3 | 10 | -0.9 | 1 | 8 | 9 | -0.2
CCOc1ccc(S(=O)(=O)NCCC(=O)OCC(=O)c2ccc(NC(C)=O)cc2)cc1 | / | 6 | -3.8 | / | / | -4 | 6 | -9 | -1.2
O=C(NNC(=O)C1CCN(Cc2ccccc2)CC1)c1cccc(Cl)c1 | 0.4 | 0 | -1.8 | 2 | / | 1 | 6 | 5 | -1.0
CCN1CCN(C(=S)Nc2ccsc2C(=O)OC)CC1 | / | 25 | 0.4 | / | / | 0 | -10 | -2 | 5.6
CCCN1CCC(NC(=O)CCc2nnc(-c3ccccc3)o2)CC1 | 0.0 | -4 | 0.1 | 0 | 1.1 | 5 | -6 | -1 | -0.2
CNC(C)C(=O)NC(C(=O)NC(C)C(=O)Nc1cccc2ccccc12)C(C)C (configuration not stated) | -0.5 | 14 | -0.9 | -8 | -6.2 | 5 | -2 | -8 | /
COc1ccc(C(=O)COC(=O)[C@@H](NS(=O)(=O)c2ccccc2)C(C)C)cc1 | -0.1 | 9 | -0.7 | -8 | -0.9 | 0 | 8 | 4 | 0.0
COc1ccccc1C(=O)Nc1ccc(Oc2nnc(-c3ccc(C)cc3)c3ccccc23)cc1 | -0.2 | 0 | 2.7 | -1 | -1.9 | -3 | 6 | 7 | 0.7
CCc1nnc(NS(=O)(=O)c2ccc(NC(=O)c3ccc(S(=O)(=O)N(CC)CC)cc3)cc2)s1 | -3.4 | 0 | -0.4 | 1 | 6.0 | 3 | 5 | 2 | 0.8
Cc1ccccc1OCCNC(=O)CNC(=O)c1ccccc1O | -0.4 | -4 | -1.1 | -10 | 1.1 | 18 | / | / | 2.8
O=S(=O)(c1cc(Cl)ccc1Cl)N1CCNCC1 | -4.6 | -7 | -3.7 | -11 | 0.0 | -1 | 7 | -8 | -0.2
CCOC(=O)Nc1ccccc1N1C(=O)c2ccccc2C1=O | -0.9 | 2 | -0.1 | 11 | -1.4 | 4 | 6 | -2 | -0.3
Cc1ccc2oc(=O)c3cnn(CC(=O)N4CCCCC4C)c3c2c1 (configuration not stated) | -0.8 | -8 | 0.5 | -11 | 1.6 | 1 | 3 | 2 | -0.7
CN(C)S(=O)(=O)c1ccc(NC(=O)Cn2c(-c3ccccc3)noc2=O)cc1 | 0.5 | 2 | 0.1 | 4 | 1.0 | 0 | -3 | -4 | -4.9
Cc1ccc(S(N)(=O)=O)cc1NC(=O)/C=C/c1ccc2c(c1)OCO2 | -0.9 | 20 | -0.9 | -1 | / | 4 | 8 | -10 | 1.7

Random excerpt: 5 compounds from above
SMILES | BoNT A protease | GDH-TPI counter | FadD28 binding | BoNT-F LC inh | Mtb BioA inh | Mtb FBA inh | CCHFV vOTU inh | PrPC surface inh | UGM FP inh
CNC(C)C(=O)NC(C(=O)NC(C)C(=O)Nc1cccc2ccccc12)C(C)C (configuration not stated) | -0.5 | 14 | -0.9 | -8 | -6.2 | 5 | -2 | -8 | /
COc1ccccc1C(=O)Nc1ccc(Oc2nnc(-c3ccc(C)cc3)c3ccccc23)cc1 | -0.2 | 0 | 2.7 | -1 | -1.9 | -3 | 6 | 7 | 0.7
Cc1ccc2oc(=O)c3cnn(CC(=O)N4CCCCC4C)c3c2c1 (configuration not stated) | -0.8 | -8 | 0.5 | -11 | 1.6 | 1 | 3 | 2 | -0.7
CCOC(=O)Nc1ccccc1N1C(=O)c2ccccc2C1=O | -0.9 | 2 | -0.1 | 11 | -1.4 | 4 | 6 | -2 | -0.3
Cc1ccccc1OCCNC(=O)CNC(=O)c1ccccc1O | -0.4 | -4 | -1.1 | -10 | 1.1 | 18 | / | / | 2.8

More entries
SMILES | BoNT A protease | GDH-TPI counter | FadD28 binding | BoNT-F LC inh | Mtb BioA inh | Mtb FBA inh | CCHFV vOTU inh | PrPC surface inh | UGM FP inh
CCOC(=O)c1nnn(-c2nonc2N)c1-c1ccc(Br)cc1 | -2.2 | -2 | -2.5 | -12 | / | 0 | -2 | 1 | 0.3
COCCNc1nc2ccccc2nc1NS(=O)(=O)c1ccc(C)cc1C | 0.3 | 10 | -1.5 | -2 | / | 22 | -6 | 11 | 0.7
O=C(c1ccc2c(c1)OCO2)[C@@H]1[C@@H]2C(=O)N(C3CCCCC3)C(=O)[C@@H]2C2c3ccccc3C=CN21 (some centres not stated) | -1.4 | 7 | -0.8 | -6 | 0.8 | -1 | 7 | 5 | /
COc1ccccc1C(=O)NCCC(=O)NCC(c1ccccc1OC)N1CCCC1 (configuration not stated) | 2.4 | -2 | -4.1 | 2 | 0.3 | -1 | 1 | -5 | -2.6
Cc1cc2nnc(SCC(=O)N3CCOCC3)n2c2ccccc12 | 0.7 | 5 | -0.5 | -4 | -4.1 | 0 | -7 | 2 | -3.5
CC(=O)c1ccc(N2CCN(C(=O)c3noc4c3CSc3ccccc3-4)CC2)cc1 | 1.5 | 0 | -3.2 | -1 | 0.1 | 0 | 17 | -4 | -0.2
CCCCNC(=O)[C@H](CSCc1ccccc1)N1Cc2ccccc2C1=O | -0.5 | -9 | -2.0 | -4 | -1.3 | 0 | 9 | -1 | -0.1
NC(=O)c1ccc(-n2nnnc2SCc2ccc(F)cc2)cc1 | -0.8 | 1 | -0.5 | 0 | -0.6 | 1 | 5 | 6 | -3.3
O=C(NCc1cccnc1)NC1(c2ccccc2)CC1 | 0.1 | 11 | -1.7 | 7 | 0.2 | 5 | 4 | 9 | 2.2
CC(=O)Oc1ccccc1C(=O)N1CCN(S(=O)(=O)c2ccc3ccccc3c2)CC1 | -2.4 | -1 | -3.4 | 0 | 2.4 | 1 | 3 | 2 | -0.3
CC(=O)N[C@H]1C(O)O[C@H](CO)[C@@H](O)[C@@H]1O (some centres not stated) | 0.4 | -12 | 0.4 | 2 | -4.9 | 6 | 0 | 5 | -1.0
COc1ccc(CNC(=O)C(=O)NCC2CCCN2S(=O)(=O)c2cccs2)cc1 (configuration not stated) | 1.8 | 9 | -1.2 | 7 | -1.3 | 0 | -1 | 2 | 1.0
Cc1cccc(N(C(=O)c2ccc(Cl)cc2)C2CS(=O)(=O)CC2OC(=O)c2ccc(Cl)cc2)c1 (configuration not stated) | -0.3 | 9 | -0.8 | -11 | 19 | 5 | 4 | 2 | -1.3
Cc1ccc2c(c1)C1CN(C)CCC1N2S(=O)(=O)c1ccc(Oc2ccc([N+](=O)[O-])cc2)cc1 (configuration not stated) | -0.9 | 0 | -1.1 | -16 | -0.4 | 1 | -3 | -20 | 3.7
Cc1cc2c(cc1S(=O)(=O)Nc1cccc(F)c1)n(C)c(=O)c(=O)n2C | -0.8 | 12 | -3.8 | -4 | -0.1 | -4 | 15 | 0 | -3.5
COc1ccc(-c2coc3cc(OC)ccc3c2=O)cc1 | 0.2 | 17 | -0.2 | -5 | -0.1 | 7 | -1 | 0 | /
CCOC(=O)C(C(=O)OCC)C(Nc1cccc(Br)c1)c1ccccc1 (configuration not stated) | -1.0 | -2 | -0.4 | 1 | 0.9 | 1 | -5 | 2 | -3.0
Cc1cc(Br)c(S(=O)(=O)NCc2cccnc2)cc1C | 0.6 | -7 | 0.4 | ? | 1.0 | -1 | -5 | 12 | -2.1
COc1cc(CCN(C(=O)c2cccc(S(C)(=O)=O)c2)C(CCc2ccccc2)c2nc3ccccc3[nH]2)cc(OC)c1 (configuration not stated) | -0.3 | / | 1.2 | 1 | -1.2 | -1 | 19 | 7 | /
O=C1NC(=Nc2cccc(O)c2)S/C1=C\c1cccc([N+](=O)[O-])c1 | 0.8 | 32* | -1.7 | 15 | / | -3 | -4 | -1 | -0.2
Cc1nnnn1/C(=C\c1ccccc1)C(=O)OCC(=O)NC1CCCCC1 | -5.0 | 7 | -0.2 | -10 | 2.0 | -3 | 1 | -4 | /
CC(C)CC(CO)N1CCN(C(=O)c2ccc(Cl)c(Cl)c2)CCC1=O (configuration not stated) | 0.5 | 10 | -2.1 | 7 | 0.9 | 1 | -4 | -5 | -2.2
NC1=CC(=O)C(=O)c2cccnc21 | 0.0 | 4 | 1.8 | -7 | -0.4 | -4 | 104* | -24 | /
CCC(=O)N1CCc2cc(S(=O)(=O)CCC(=O)O)ccc21 | -0.3 | -14 | -4.8 | -6 | -0.1 | 1 | 5 | -5 | 2.8
Cc1nc2ccc(N)cc2c(=O)n1Cc1ccc(Cl)cc1 | 0.4 | 10 | -1.1 | -23 | 26 | 41* | -41 | 6 | -0.4
CCOC(=O)C1=C(CSCc2ccccc2)NC(=O)NC1c1cc(C)ccc1C (configuration not stated) | -1.1 | 7 | -5.8 | -6 | -0.7 | -1 | 9 | 18 | -3.8
O=S(=O)(NC1=NCCC1)c1cccc(NS(=O)(=O)c2ccc(F)c(Cl)c2)c1 | -0.1 | 0 | -1.7 | -10 | -0.3 | 1 | -5 | -6 | 0.5
Cc1oc(-c2cccs2)nc1CN1CCN(C(C)C)C(CCO)C1 (configuration not stated) | 0.2 | -9 | -4.1 | -3 | / | 1 | -2 | 8 | -0.8
Cc1cc(C)c(S(=O)(=O)c2cccc(Br)c2C)c(Cl)n1 | 0.0 | -3 | -6.3 | 13 | 0.6 | 0 | 10 | -1 | 0.1
O=C(NNC(=O)c1cccc(Cl)c1)NNC(=O)c1cccc(Cl)c1 | -0.4 | 2 | 0.6 | 4 | -3.3 | 0 | 22 | -5 | -0.3
CC1(NC(=O)CCNC(=O)c2ccc(C(C)(C)C)cc2)CCS(=O)(=O)C1 (configuration not stated) | 1.0 | 6 | -1.0 | 3 | 0.7 | 3 | -7 | -2 | -1.7
